From PubChem
IL2 activator: qHTS of IL-2 Activators; activation, % (series mostly up to about 46 µM); IL-2 activation reporter assay, cell-based qHTS; stimulated with anti-CD3/CD4/CD28 beads; in transgenic mouse T cells; 360,000 tested, 0.065% active; AID 652025, 2013; in the data active = activation above about 50%; inconclusive = mostly about 30% to 49%; note: 0% is about no effect
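Unstimulated transgenic mouse T cells, 750 per well, received compound and, after 60 minutes, anti-CD3/anti-CD4 bead plus anti-CD28 stimulation. EGFP and DsRed were quantified after 18 hours.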
WRN helicase inh: qHTS for Inhibitors of WRN Helicase; 360,000 tested, 0.46% active; Bifunctional 3'-5' exonuclease/ATP-dependent helicase WRN (Homo sapiens), Q14191; WRN helicase unwinding, fluorescent forked duplex, kinetic; Potency, µM (highest dose often 114 µM), for the others: at the highest dose activity change, negative = inhibition, actives largely listed as inhibitors; note: potency is the fitted concentration of half-maximal effect; % is set by controls: 0 for no effect and ±100 for the full control effect; nearly all actives have a fitted effect of over 55% in size
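Fluorescence dequenching readout, ex 525 nm/em 598 nm, kinetic mode: forked duplex DNA (100 nM final) with adjacent fluorophore and quencher unwound by WRN (20 nM final) with 2 mM ATP. Compound preincubation 15 min, room temperature.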
aSyn yeast inh: qHTS of alpha-syn Inhibitors; Yeast expressing alpha-synuclein, growth rescue, BacTiter-Glo, 24 h; Potency, µM (titrated, usually from 46.1 µM), for inactives: top-dose growth rescue (activation), hits mostly activators; 370,000 tested, 0.14% active; note: potency is the fitted concentration of half-maximal effect; % of control where 0% means no effect; nearly all actives have a fitted effect of over 65% in size
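Galactose-induced alpha-syn yeast (OD600=0.02, raffinose-pregrown) + pinned cpd, 24 hr, 30 deg C; growth by BacTiter-Glo luminescence. Growth restoration scores as activation.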
Abeta rescue: qHTS for compounds that reverse cellular toxicity of Amyloid beta (A-beta) peptide in yeast: Primary Screen; yeast expressing A-beta42, growth rescue, OD600, 48 h; response scale: 0% DMSO, 100% iron-clioquinol control; AID 1347071, 2019; Potency, µM (doses to about 46.1 µM), for the others: top-dose growth rescue, usual class: activators; 410,000 tested, 0.063% active; note: potency is the fitted concentration of half-maximal effect; nearly all actives have a fitted effect of over 55% in size
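Yeast growth medium received pinned compounds, then yeast cells expressing toxic A-beta were added; plates incubated at 30 C for 48 hr. Growth read as absorbance at 600 nm, normalized to DMSO and equimolar FeCl3 plus clioquinol controls.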
FUS yeast rescue: qHTS for Suppressors of FUS Proteinopathy: Primary screen using FUS-linked yeast assay; S. cerevisiae FUS-expressing, growth rescue, OD600, 24 h; Potency, µM (doses to about 76.6 µM), for the others: top-dose growth rescue (activation), most hits filed as activators; 390,000 tested, 0.24% active;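 note: potency is the fitted concentration of half-maximal effect; plate controls were DMSO vehicle for no effect and reference control for full effect; nearly all actives have a fitted effect of over 55% in size; some results filed as inactive show a strong effect at the top dose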
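S. cerevisiae expressing FUS from galactose induction served as the toxicity model. Growth after 24hr at 30C, read as absorbance at 600 nm, indicates suppression of toxicity; compounds dosed at several concentrations.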
EPAC1 antag: qHTS for Antagonist of cAMP-regulated guanine nucleotide exchange factor 3 (EPAC1): primary screen. EPAC1 GEF assay, Rap1b-BODIPY-GDP exchange fluorescence. Potency, µM (titrated, usually from 115 µM), for inactives: top-dose activity change, negative = inhibition, hits mostly inhibitors. 360,000 tested, 0.14% active. Rap guanine nucleotide exchange factor 3 (Homo sapiens), O95398;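 note: potency is the fitted concentration of half-maximal effect; plate controls were vehicle for no effect and positive control for full effect; nearly all actives have a fitted effect of over 50% in size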
EPAC1 agonist: qHTS for Agonist of cAMP-regulated guanine nucleotide exchange factor 3 (EPAC1): primary screen. Rap guanine nucleotide exchange factor 3 (Homo sapiens), O95398. EPAC1 agonist qHTS, biochemical assay; response scale: 100% = response to 6.5 mM cAMP. Potency, µM (titrated, usually from 154 µM), inactives show at the highest dose activation, most hits filed as activators. 360,000 tested, 0.073% active. AID 720707, 2013; note: potency is the fitted concentration of half-maximal effect; nearly all actives have a fitted effect of over 60% in size
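EPAC1 100 nM, Rap1B–BODIPY-GDP 250 nM, unlabeled GDP 50 uM; compound titration; 5 min RT; kinetic read ex480/em540 at 5-min intervals ×30 min; data normalized to 6.5 mM cAMP agonist control.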
PLK1 PBD block: qHTS for Inhibitors of PLK1-PDB (polo-like kinase 1 - polo-box domain): Primary Screen; Serine/threonine-protein kinase PLK1 (Homo sapiens), P53350; Plk1 PBD binding of FITC phosphopeptide, fluorescence polarization; Potency, µM, without a hit: max response, negative = inhibition, actives largely listed as inhibitors; 360,000 tested, 2.8% active; note: potency is the fitted concentration of half-maximal effect; series mostly up to about 57 µM; % is set by controls: 0 for no effect and ±100 for the full control effect; nearly all actives have a fitted effect of over 65% in size
Target sequence (P53350 whole entry, looked up, the tested form may be a part): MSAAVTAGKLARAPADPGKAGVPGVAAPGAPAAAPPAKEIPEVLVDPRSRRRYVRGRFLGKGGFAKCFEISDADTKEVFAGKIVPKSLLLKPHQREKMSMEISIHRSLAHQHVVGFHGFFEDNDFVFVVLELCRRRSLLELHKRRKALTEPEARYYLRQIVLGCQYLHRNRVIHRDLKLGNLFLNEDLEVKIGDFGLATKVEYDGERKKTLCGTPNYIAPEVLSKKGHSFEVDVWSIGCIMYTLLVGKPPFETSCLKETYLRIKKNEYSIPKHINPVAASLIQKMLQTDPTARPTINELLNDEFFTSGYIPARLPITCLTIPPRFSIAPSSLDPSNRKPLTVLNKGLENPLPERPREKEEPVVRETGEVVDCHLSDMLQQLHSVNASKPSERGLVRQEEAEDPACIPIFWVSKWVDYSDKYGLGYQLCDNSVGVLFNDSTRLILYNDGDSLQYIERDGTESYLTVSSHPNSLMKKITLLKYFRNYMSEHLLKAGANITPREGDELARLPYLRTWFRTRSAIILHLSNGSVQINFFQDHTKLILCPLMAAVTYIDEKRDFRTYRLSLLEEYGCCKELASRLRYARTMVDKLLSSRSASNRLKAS
PI5P4Ka inh: qHTS for Inhibitors of phosphatidylinositol 5-phosphate 4-kinase (PI5P4K); Phosphatidylinositol 5-phosphate 4-kinase type-2 alpha (Homo sapiens), P48426; PI5P4Kalpha enzyme, ADP-Glo luminescence, 60 min; hits give low values; AID 652105, 2013; 330,000 tested, 1.2% active; max response, %; active = max response of -50% or lower; inconclusive = between -30% and -50%; inactive = -30% or higher; note: value at the top dose of about 77 µM; % is set by controls: 0 for no effect and ±100 for the full control effect
Target sequence (P48426 whole entry, looked up): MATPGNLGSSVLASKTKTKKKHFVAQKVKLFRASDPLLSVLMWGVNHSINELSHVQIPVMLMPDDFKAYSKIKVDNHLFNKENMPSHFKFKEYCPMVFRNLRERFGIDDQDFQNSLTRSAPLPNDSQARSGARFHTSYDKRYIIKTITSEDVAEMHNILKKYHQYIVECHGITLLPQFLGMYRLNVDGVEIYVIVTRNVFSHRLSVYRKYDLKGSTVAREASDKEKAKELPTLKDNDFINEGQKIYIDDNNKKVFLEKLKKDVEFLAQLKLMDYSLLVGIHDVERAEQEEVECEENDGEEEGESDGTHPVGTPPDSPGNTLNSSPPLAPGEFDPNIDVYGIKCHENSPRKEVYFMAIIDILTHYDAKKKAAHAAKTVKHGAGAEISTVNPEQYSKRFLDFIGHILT
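Compounds were pin-transferred onto PI5P4Kalpha and substrate in HEPES pH 7.4 buffer with EGTA, CHAPS and 5% DMSO. ATP (5 microM final) started the reaction, which ran 60 minutes at room temperature before ADP-Glo detection.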
An asterisk follows results filed as active; ? = inconclusive; . = no result given; [ ] = dose if it differs, or a comment. Unless noted, calls come from the whole dose curve; as a rule, active = well fitted curve in the direction sought with a large enough effect; inconclusive = small, poorly fitted or top-dose-only effect, or another doubt; inactive = no such curve, though single readings can be large; an effect the other way counts as inactive or inconclusive.

The line under a structure holds: PI5P4Ka inh, aSyn yeast inh, FUS yeast rescue, IL2 activator, Abeta rescue, EPAC1 antag, PLK1 PBD block, WRN helicase inh, EPAC1 agonist
[1] Cc1ccc(SC(C)C(=O)NCCC2=CCCCC2)cc1 (stereo unspecified)
→ -1, 4%, 8%, -4.5, 3%, 3%, -9%, 3%, -1%
[2] O=C(Cc1ccc(F)cc1)N1CCC(CC2CC(c3ccc(Cl)cc3)=NO2)(C(=O)NCC2CCCCC2)CC1 (stereo unspecified)
→ 15, 2%, ?, -3.3, 16%, -24%, -5%, 0%, 1%
[3] C[C@H]1CCC(=O)N([C@H](CC#N)Cc2ccccc2)CC1
→ -8, 0%, -31%, 0.7, -1%, 2%, -5%, 1%, -33%[inhibitor]
[4] CCOc1ccccc1CNC(=O)CCc1cn(CC)c2ccccc12
→ 4, 9%, 0%, -3.4, 12%, -6%, -3%, -8%, 8%
[5] CCCOc1ccc(C(=O)c2ccccc2C(=O)OC2CCOC2=O)cc1OCCC (stereo unspecified)
→ -3, 10%, ., -4.8, -1%, -7%, 2%, 7%, 12%
[6] Fc1ccccc1C(c1nnnn1C1CCCC1)N1CCN(Cc2ccccc2)CC1 (stereo unspecified)
→ 3, -4%, 19%, 0.7, 5%, 0%, -12%, 8%, 0%
[7] O=C(O)Cc1ccc(Oc2ncc(C(F)(F)F)cc2Cl)cc1
→ -1, 2%, -5%, 0.5, 1%, -7%, -6%, 8%[57.1 µM], -5%
[8] O=C(Cc1ccccc1)Nc1nnc(-c2ccco2)s1
→ -9, 1%, -1%, -1.3, 5%, -9%, -13%, -9%, 7%
[9] CCOC(=O)N1CCN(S(=O)(=O)c2c(C)nn(C)c2C)CC1
→ 1, 1%, -15%, 1.0, 11%, 11%, 0%, -6%[57.1 µM], -4%
[10] O=C(Nc1ccc2c(c1)OCO2)c1ccc(S(=O)(=O)N2CCCC2)cc1
→ -9, 9%, 1%, 0.1, -5%, 2%, -7%, 0%, 2%
[11] CC(Oc1ccccc1)C(=O)Nc1cccc(-c2nc3ccccc3[nH]2)c1 (stereo unspecified)
→ -8, -33%[inhibitor], 13%, -0.4, -7%, -5%, 0%, -8%, 14%
[12] O=C(NCCSc1ccccc1)c1ccccc1
→ -1, 0%, 12%, -0.6, 9%, 5%, -11%, 1%, 7%
[13] O=C(O)C/C(=C\c1cc2c(cc1Br)OCO2)c1nc2ccccc2s1
→ -24, 1%, 26%, -0.8, -50%[inhibitor], -14%, 24µM*, -10%[11.6 µM], -4%
[14] CC(=O)Nc1ccc(C(=O)N2CCCC(c3cc(C(=O)Nc4ccccc4Cl)no3)C2)cc1 (stereo unspecified)
→ -3, -2%, -8%, -0.5, -21%, 8%, -5%, -4%, 5%
[15] C[C@H](CO)N1C[C@H](C)[C@@H](CN(C)S(=O)(=O)c2ccc(F)cc2)Oc2ccc(NC(=O)Nc3ccc(C(F)(F)F)cc3)cc2C1=O
→ -3, 1%, ?, -0.5, -2%, -22%, -2%, -4%, -30%[inhibitor]
[16] O=C(Cc1c(O)c2ccccc2[nH]c1=O)NCc1ccccc1
→ ., 0%, 32%, -2.6, -17%, -1%, -8%, -11%, 8%
[17] COc1ccc(OC)c(CNC(=O)C2CCCN(S(=O)(=O)N3CCC(C)CC3)C2)c1 (stereo unspecified)
→ 5, 15%, 1%, -0.5, -10%, -14%, 6%, 9%, -10%
[18] COc1ccc(C2CC(c3ccccc3)=NN2C(=O)CSc2nccc(=O)[nH]2)cc1 (stereo unspecified)
→ 6, 3%, 15%, 2.6, -8%, ?, -9%, -12%, -6%
[19] Nc1c2c(nc3sc4c(c13)CCCC4)CCCCCC2
→ 1, -2%, -28%, -1.6, -1%, -26%, -13%, 7%, -2%
[20] CC1CCC2(CC1)NC(=O)N(CC(=O)NCc1ccc(Cl)cc1)C2=O (stereo unspecified)
→ 0, -4%, -39%, -0.3, -1%, 6%, 1%, 6%, -10%
[21] Cc1ccccc1Cn1nc(C)c(NC(=O)c2cc(-c3cccs3)on2)c1C
→ ., 0%, 24%, -0.6, 30%, -9%, -2%, 0%, 3%
[22] COc1ccccc1Nc1nc(-c2cccc(N3C(=O)c4ccccc4C3=O)c2)cs1
→ 5, 4%, -2%, -1.3, 9%, 12%, -3%, -2%, -7%
[23] Cc1ccc(Nc2nnc(SCC(=O)Nc3cccnc3Cl)s2)cc1C
→ -1, -1%, ., -2.0, -28%, ?, -15%, -14%, 0%
[24] CNC(C)C(=O)NC(C(=O)N1CCCC1C(=O)Nc1ccc2[nH]ccc2c1)C(C)C (stereo unspecified)
→ -7, -5%, 31%, -0.4, -13%, 9%, -6%, -1%, 4%
[25] CCc1ccccc1NC(=O)c1noc(C(C)C)c1[N+](=O)[O-]
→ 0, 1%, -12%, -3.7, 9%, -18%, -1%, -4%, -6%
[26] O=C(CSc1ncccn1)N(Cc1cccnc1)C(CCc1ccccc1)c1nc2ccccc2[nH]1 (stereo unspecified)
→ 0, -6%, -5%, -0.6, -11%, 6%, -6%, -2%, 9%
[27] CCN(CC)S(=O)(=O)c1cc(C(=O)O)ccc1Cl
→ ., -1%, 15%, 4.3, 10%, 2%, -3%, -7%, -4%
[28] CN(CC(=O)Nc1ccc(F)cc1)C(=O)COC(=O)C1CCN(c2ccc(C(F)(F)F)cn2)CC1
→ 11, 2%, 31%, -0.5, 3%, -16%, 1%, -11%, 100µM*
[29] Clc1ccc(-c2cn3cccnc3n2)cc1Cl
→ -12, -6%, ?, -1.0, -17%, 2%, -11%, 5%, 10%
[30] CCN(CC(=O)Nc1c(F)cccc1F)C(=O)CCNC(=O)c1ccccc1OC
→ 6, 2%, 2%, 0.5, -9%, -6%, -3%, 3%, -4%

Record cards, from the list above. Order of values: PI5P4Ka inh	aSyn yeast inh	FUS yeast rescue	IL2 activator	Abeta rescue	EPAC1 antag	PLK1 PBD block	WRN helicase inh	EPAC1 agonist
Results for Cc1ccc(Nc2nnc(SCC(=O)Nc3cccnc3Cl)s2)cc1C = -1	-1%	.	-2.0	-28%	?	-15%	-14%	0%
Results for Clc1ccc(-c2cn3cccnc3n2)cc1Cl = -12	-6%	?	-1.0	-17%	2%	-11%	5%	10%
Results for O=C(NCCSc1ccccc1)c1ccccc1 = -1	0%	12%	-0.6	9%	5%	-11%	1%	7%

Entries by screen from the list.
PI5P4Ka inh, nos. 15 to 19: -3, ., 5, 6, 1
FUS yeast rescue, nos. 15 to 19: ?, 32%, 1%, 15%, -28%

Continuation.
The line under a structure holds: PI5P4Ka inh, aSyn yeast inh, FUS yeast rescue, IL2 activator, Abeta rescue, EPAC1 antag, PLK1 PBD block, WRN helicase inh, EPAC1 agonist
[31] COc1cc(OC)cc(-c2c(Sc3ccccc3)c3cc(-c4ccc(OC)c(OC)c4)ccc3n2C)c1
→ -1, -12%, 33%, 1.3, -8%, -22%, 0%, 5%, -10%
[32] Cc1[nH]c2ccccc2c1/C=N\NC(=O)CNc1ccc2c(c1)OCO2
→ -9, -9%, 4%, -3.3, 11%, 5%, -2%, -3%, 4%
[33] COc1cc(OC)cc(-c2noc(-c3csc([C@H]4C[C@H](O)[C@@H](CO)O4)n3)n2)c1
→ 7, 0%, 19%, 0.1, 3%, ?, -5%, 10%, 12%
[34] C#CCOCCOCCOCCNc1nc(N2CCN(C(=O)C([C@@H](C)CC)n3cc(C(N)CC(C)C)nn3)CC2)nc(N2CCN(C(=O)[C@H](CCC(=O)O)n3cc(C(N)Cc4ccc(O)cc4)nn3)CC2)n1 (stereo partly specified)
→ 10, 0%, 12%, 1.1, 0%, -3%, -1%, 10%, 1%
[35] Cc1nc2sc(C(c3cccc(F)c3)N3CCC(C)CC3)c(O)n2n1 (stereo unspecified)
→ 1, 10%, ?, -0.8, -3%, -21%, -3%, -6%, 2%
[36] CCOc1ccc2cc(S(=O)(=O)N3CCN(C)CC3)ccc2c1
→ 2, -8%, 20%, 3.2, 7%, 2%, 0%, -4%, 0%
[37] CC(C)Oc1cccc(C(=O)C2CCCN(C(=O)c3ccnn3C)C2)c1 (stereo unspecified)
→ 9, 0%, -11%, -1.9, -6%, -13%, -11%, 7%, 6%
[38] COc1cccc(-c2ncc3ccccc3c2COC(=O)N2CCCCC2)c1
→ 6, 0%, 32%, -0.4, -22%, -13%, -5%, -2%, 15%
[39] COc1ccccc1C(=O)Nc1ccnn1C1CCN(C)CC1
→ 9, 0%, 21%, -0.1, 11%, 10%, -15%, -6%, 4%
[40] COc1cccc(CC(=O)OC(C)C(=O)Nc2ncc(Cl)cc2Cl)c1 (stereo unspecified)
→ -1, 4%, -1%, -2.3, -3%, -12%, 1%, -5%, -2%
[41] CC1CCCCN1C(=O)COC(=O)c1ccc(=O)n(Cc2ccccc2)n1 (stereo unspecified)
→ 3, 1%, 1%, -3.2, 3%, -2%, -4%, -3%, -2%

Retrieved by compound from the entries so far (three):
The line under a structure holds: PI5P4Ka inh, aSyn yeast inh, FUS yeast rescue, IL2 activator, Abeta rescue, EPAC1 antag, PLK1 PBD block, WRN helicase inh, EPAC1 agonist
[39] COc1ccccc1C(=O)Nc1ccnn1C1CCN(C)CC1
→ 9, 0%, 21%, -0.1, 11%, 10%, -15%, -6%, 4%
[40] COc1cccc(CC(=O)OC(C)C(=O)Nc2ncc(Cl)cc2Cl)c1 (stereo unspecified)
→ -1, 4%, -1%, -2.3, -3%, -12%, 1%, -5%, -2%
[33] COc1cc(OC)cc(-c2noc(-c3csc([C@H]4C[C@H](O)[C@@H](CO)O4)n3)n2)c1
→ 7, 0%, 19%, 0.1, 3%, ?, -5%, 10%, 12%
